From PubChem
Pol kappa inh = qHTS for Inhibitors of Polymerase Kappa; DNA polymerase kappa (Homo sapiens), Q9UBT6; purified Pol kappa, fluorescent DNA synthesis assay, 10 min; Potency, µM (doses to about 107 µM), without a hit: top-dose activity, negative = inhibition, hits mostly inhibitors; 0.53% of 400,000 active; AID 588579, 2011; further: potency means the concentration at half of the fitted maximal effect; on the % scale 0 is the no-effect control and ±100 the full control effect
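Here, compound and 10 nM enzyme are combined for 15 min at room temperature; adding 50 nM substrate (final) starts DNA synthesis, tracked by fluorescence at 0 and 10 min against buffer-only wells.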
POLH inh = qHTS for Inhibitors of Polymerase Eta; recombinant Pol eta, fluorescent DNA replication assay; 1.2% of 390,000 active; Potency, µM (titrated, usually from 114 µM), without a hit: at the top dose activity change, negative = inhibition, usual class: inhibitors; further: potency means the concentration at half of the fitted maximal effect; on the % scale 0 is the no-effect control and ±100 the full control effect
Target sequence (Q9Y253 whole entry, looked up): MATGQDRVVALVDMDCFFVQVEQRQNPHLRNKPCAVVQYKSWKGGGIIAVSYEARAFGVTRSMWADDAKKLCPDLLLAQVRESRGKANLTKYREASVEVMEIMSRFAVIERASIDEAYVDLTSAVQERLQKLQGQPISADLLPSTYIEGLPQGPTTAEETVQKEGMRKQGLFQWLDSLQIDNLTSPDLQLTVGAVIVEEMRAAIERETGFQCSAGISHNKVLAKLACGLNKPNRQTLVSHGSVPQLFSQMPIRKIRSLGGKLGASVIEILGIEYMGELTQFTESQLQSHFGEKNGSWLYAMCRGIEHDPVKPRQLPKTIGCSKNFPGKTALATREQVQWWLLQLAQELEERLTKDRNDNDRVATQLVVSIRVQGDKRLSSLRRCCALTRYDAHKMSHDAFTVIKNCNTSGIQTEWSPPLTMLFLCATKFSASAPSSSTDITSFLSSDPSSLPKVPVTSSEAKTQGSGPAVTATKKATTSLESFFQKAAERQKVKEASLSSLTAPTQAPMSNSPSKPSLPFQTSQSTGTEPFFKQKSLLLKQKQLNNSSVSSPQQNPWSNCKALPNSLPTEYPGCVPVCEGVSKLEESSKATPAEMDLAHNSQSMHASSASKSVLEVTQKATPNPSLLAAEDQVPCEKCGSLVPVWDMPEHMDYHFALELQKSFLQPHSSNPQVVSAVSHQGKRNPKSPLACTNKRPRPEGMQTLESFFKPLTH
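Pol eta at 10 nM preincubated with compounds 15 min at room temperature; reaction started with fluorescent substrate (50 nM final) and read kinetically at 0 and 10 min.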
Anesthetic bind = qHTS Assay for Identification of Novel General Anesthetics | Ferritin light chain (Equus caballus), P02791 | apoferritin/1-aminoanthracene competitive binding, fluorescence | Potency, µM (top dose mostly 77.5 µM), without a hit: at the highest dose activity change, negative = displacement, hits mostly inhibitors | 0.074% of 350,000 active | AID 485281, 2010; further: potency means the concentration at half of the fitted maximal effect; on the % scale 0 is the no-effect control and ±100 the full control effect; nearly all actives have a fitted effect of over 20% in size
Target sequence (P02791 2-175 limits assumed): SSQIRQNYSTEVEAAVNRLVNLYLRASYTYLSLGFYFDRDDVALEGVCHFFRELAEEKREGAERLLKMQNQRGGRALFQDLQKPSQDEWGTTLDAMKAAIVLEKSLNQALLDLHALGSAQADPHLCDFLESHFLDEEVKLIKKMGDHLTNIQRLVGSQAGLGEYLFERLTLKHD
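Horse-spleen apoferritin (10 uM) was mixed with 50% saturated 1-aminoanthracene in PBS, exposed to compounds for 10 min at room temperature, and read for fluorescence (ex 380 nm, em 535 nm). Competitive displacement was fitted with a four-parameter Hill equation.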
RXFP1 antag = qHTS Assay for Antagonists of the Relaxin Receptor RXFP1. AID 1259400, 2018. HEK293-RXFP1, relaxin-stimulated cAMP HTRF, 30 min; stronger effect = lower value. activity change, negative = inhibition, % at 57.5 µM. 0.59% of 350,000 active;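 active means activity change of -60% or lower, but not beyond a set lower limit; inconclusive means change between -60% and -40%, or beyond the set limit; inactive means change above -40%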; further: on the % scale 0 is the no-effect control and ±100 the full control effect
Pol beta inh = qHTS Assay for Inhibitors of DNA Polymerase Beta; P06746; Pol beta primer extension/strand displacement, fluorescence kinetic; Potency, µM (highest dose often 114 µM), for the others: at the highest dose activity change, negative = inhibition, actives largely listed as inhibitors; 1.3% of 340,000 active; further: potency means the concentration at half of the fitted maximal effect; on the % scale 0 is the no-effect control and ±100 the full control effect
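Pol beta (10 nM) was preincubated with compound for 15 min at room temperature. The reaction was then started with 50 nM substrate and read immediately and after a further 10 min at room temperature.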
BLM helicase inh = qHTS Assay for Inhibitors of Bloom's syndrome helicase (BLM); recombinant BLM DNA unwinding, fluorescence dequenching; Potency, µM (doses to about 56.1 µM), inactives show at the top dose activity change, negative = inhibition, hits mostly inhibitors; 0.2% of 350,000 active;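 further: potency means the concentration at half of the fitted maximal effect; plate controls were vehicle for no effect and no enzyme for full effect; nearly all actives have a fitted effect of over 35% in size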
POLI inh = qHTS for Inhibitors of Polymerase Iota | DNA polymerase iota (Homo sapiens), Q9UNA4 | Pol iota fluorescent replication assay, 10 min | Potency, µM (top dose mostly 115 µM), for inactives: at the highest dose activity, negative = inhibition, hits mostly inhibitors | 1% of 390,000 active; further: potency means the concentration at half of the fitted maximal effect
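Pol iota at 10 nM preincubated 15 min with compounds at room temperature; reaction started with fluorescent substrate, 50 nM final. Fluorescence read kinetically at 0 and 10 min; buffer-only wells as negative control.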
PGK inhibitor = qHTS Assay to Find Inhibitors of Phosphoglycerate Kinase; PGK/GAPDH coupled, Kinase-Glo luminescence, 60 min; AID 602233, 2012; 0.043% of 380,000 active; Potency, µM (titrated, usually from 57.5 µM), for inactives: at the top dose activity change, negative = inhibition, most hits filed as inhibitors; further: potency means the concentration at half of the fitted maximal effect; on the % scale 0 is the no-effect control and ±100 the full control effect; nearly all actives have a fitted effect of over 60% in size
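Luminescent ATP detection (Kinase-Glo Plus) follows a 60-minute room-temperature incubation, with wells lacking PGK as controls. Buffer: 100 mM TEA (pH 7.6), 5 mM MgCl2, 0.01% Tween-20. Coupling enzyme GAPDH (100 nM final) supplies unstable 1,3-BPG in-well.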
APE1 inh = qHTS Assay for Inhibitors of the Human Apurinic/apyrimidinic Endonuclease 1 (APE1) | AID 2517, 2012 | Potency, µM (highest dose often 65.8 µM), without a hit: at the top dose activity change, negative = inhibition, most hits filed as inhibitors | recombinant APE1, TAMRA/BHQ-2 abasic DNA cleavage fluorescence | 0.35% of 350,000 active;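 further: potency means the concentration at half of the fitted maximal effect; plate controls were vehicle for no effect and reference inhibitor for full effect; nearly all actives have a fitted effect of over 55% in size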
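0.75 nM APE1 + cpd, 15 min RT; start w/ 50 nM TAMRA/BHQ-2 THF-abasic dsDNA; kinetic fluor 525/598 nm ×3 reads @60 s; Δ(read3−read1); normalized to DMSO and NSC13755 control wells.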
Numbers without * were called inactive; i = inactive; ? = inconclusive; . = not tested or not shown; [ ] = another dose, or the depositor's remark. Unless noted, the call rests on the fitted dose curve; in most records, active means well fitted curve in the direction sought with a large enough effect; inconclusive means small, poorly fitted or top-dose-only effect, or another doubt; inactive means no such curve, though single readings can be large; an effect the other way counts as inactive or inconclusive. This is a subset; the hit share may differ from the screen's.

SMILES	Pol kappa inh	POLH inh	Anesthetic bind	RXFP1 antag	Pol beta inh	BLM helicase inh	POLI inh	PGK inhibitor	APE1 inh
Cc1nn2cc(-c3ccccc3)nc2[nH]c1=O	-2%	-7%	690%[activator]	-1	23%	6%	?	1%	0%
Cc1ccc(N2CCN(C(=O)Nc3cccc([N+](=O)[O-])c3)CC2C)cc1 (stereo not drawn)	-16%	2%	?	?	7%	-10%	56%[activator]	3%	10%
COc1cccc(/C(C)=N/NC(=O)c2cc(-c3cccnc3)nc3ccccc23)c1	-4%	-2%	-10%	4	0%	0%	0%	-2%	?
C=CCCC1(C)C(=O)N(c2ccccc2)c2ccccc21 (stereo not drawn)	-20%	-8%	-6%	-13	-4%	2%	14%	-1%	9%
N#Cc1nc(-c2ccc(OCc3ccccc3)cc2)oc1NCCN1CCOCC1	.	.	-15%	.	21%	-9%	.	.	-1%
CCCN1CCN(C(=O)Cn2nc(C)n3c(cc4sccc43)c2=O)CC1	8%	13%	-9%	7	42%	3%	-1%	-4%	46%[activator]
N#Cc1ccc(C2=CC(=O)C[C@H](c3ccc4c(c3)OCO4)C2)cc1	-10%	-5%	.	.	.	.	-9%	-2%	10%
Cc1ccc(-n2c(=S)[nH]c3nc4c(cc3c2=O)COC(C)(C)C4)cc1	-16%	-15%	-16%	-6	51%	-1%	348%[activator]	0%	-7%
Cc1c(N2C(=O)c3cccc4cccc(c34)C2=O)c(=O)n(-c2ccccc2)n1C	-10%	-2%	-17%	10	11%	8%	1%	-11%	8%
CC(C)c1ccc(OCCCCCN2CCOCC2)cc1	12%	-14%	-12%	-2	-6%	-2%	26%	i	-23%
COc1ccc(C2CC(C(F)(F)F)n3ncc(C(=O)O)c3N2)cc1OC (stereo not drawn)	-5%	2%	0%	-5	-2%	2%	12%	2%	-3%
C/C(CC(=O)Nc1ccc(Cl)cc1Cl)=N\NC(N)=S	-10%	-4%	?	2	1%	7%	?	7%	-11%
Cc1ccc(Cl)c(NC(=O)COC(=O)CNS(=O)(=O)/C=C/c2ccccc2)c1Cl	-7%	9%	-8%	-14	4%	0%	4%	-3%	8%
CCN(CC)CCCn1c2c(c(SCC(=O)Nc3cc(OC)cc(OC)c3)nc1=O)CCC2	3%	1%	.	.	.	.	15%	-2%	9%
O=C(O)c1sc(Nc2ccccc2)nc1-c1ccccc1	-9%	-3%	0%	.	-25%	-3%	-8%	-18%	.
CCc1cc2c(COC(=O)c3cccc(S(C)(=O)=O)c3)cc(=O)oc2cc1O	-11%	-11%	-13%	-1	20%	0%	21%	-12%	1%
Cc1ccc(-n2c(N)c(C(=O)Nc3c(C)n(C)n(-c4ccccc4)c3=O)c3nc4ccccc4nc32)cc1C	.	.	-16%	.	19%	-15%	.	.	3%
Cc1cc(-c2ccccc2)nc(SCc2ccc(C(=O)O)cc2)n1	-4%	3%	-2%	-3	11%	1%	-7%	-6%	-3%
CCn1c(=O)cc(OCC(=O)NCCc2cccc(C)c2)c2ccccc21	1%	-9%	-7%	-11	0%	-4%	5%	-4%	2%
O=C(N/C(=C\c1ccco1)C(=O)N1CCC(O)CC1)c1ccccc1	-3%	-1%	3%	-1	78%	-2%	115%[activator]	-9%	3%
CCOc1ccc(C(=O)CN2CCN(S(=O)(=O)c3ccc(Br)cc3)CC2)cc1	-19%	-8%	?	-4	13%	-3%	4%	-2%	-2%
CCc1ccccc1-n1nnnc1-c1cnccc1C(F)(F)F	4%	-16%	2%	-8	0%	-1%	-26%	-9%	1%
Cc1ccccc1Nc1nnc(-c2ccc(C)c(S(=O)(=O)NCC3CCCO3)c2)c2ccccc12 (stereo not drawn)	-26%	-21%	38%[activator]	-17	-1%	-4%	-13%	5%	.
C=C(C)CN(CC)C(=O)CCc1nnc(CCc2c[nH]c3ccccc23)o1	0%	-13%	-8%	2	14%	-1%	40%[activator]	5%	-3%

Results in Pol beta inh and Pol kappa inh (3 entries from above):
Structure,Pol beta inh,Pol kappa inh
CCn1c(=O)cc(OCC(=O)NCCc2cccc(C)c2)c2ccccc21,0%,1%
O=C(N/C(=C\c1ccco1)C(=O)N1CCC(O)CC1)c1ccccc1,78%,-3%
CCOc1ccc(C(=O)CN2CCN(S(=O)(=O)c3ccc(Br)cc3)CC2)cc1,13%,-19%

The listing continues:
SMILES	Pol kappa inh	POLH inh	Anesthetic bind	RXFP1 antag	Pol beta inh	BLM helicase inh	POLI inh	PGK inhibitor	APE1 inh
CC(C)(C)OC(=O)N1CCCC(C(=O)Nc2cccc(C(=O)NCCCCc3ccccc3)c2)C1 (stereo not drawn)	-10%	-8%	.	.	.	.	-10%	i	.
CCOC(=O)Cc1cnc(NC(=O)Cn2nnc(-c3ccc(OCC)cc3)n2)s1	-8%	-23%	?	5	-5%	-10%	9%	4%	-8%
Clc1ccccc1/C=C/c1nc(-c2ccccn2)no1	-6%	-8%	7%	-17	3%	-7%	33%[activator]	-20%	-3%
CCOc1ccc(NC(=O)CCC(=O)N2CC(C)Oc3ccc(C)cc32)cc1 (stereo not drawn)	8%	-2%	1%	-20	-10%	4%	7%	9%	.
O=S(=O)(c1cccc2ccccc12)n1nnc2ccccc21	-6%	2%	-12%	-4	1%	-6%	?	7%	0%
COc1ccc(/C=C/C(=O)Nc2cc(-c3nc4ccccc4o3)ccc2OC)cc1	4%	.	1%	-1	25%	-4%	-2%	.	.
COc1cccc(NC(=O)CN(c2ccc3c(c2)OCO3)S(C)(=O)=O)c1	-5%	-15%	-8%	-3	2%	-4%	88%[activator]	-9%	2%
CCOc1ccc(S(=O)(=O)N(CC(=O)NCCSCc2ccc(C)cc2)c2ccccc2)cc1	-7%	-4%	-2%	.	6%	-1%	26%	-9%	.
Cc1cc(=O)oc2c(C)c(OCC(=O)N3CCN(C(=O)C4COc5ccccc5O4)CC3)ccc12 (stereo not drawn)	-12%	2%	-22%	-29	1%	-4%	2%	2%	78%[activator]
COc1ccc(CCNC(=O)COc2ccc(N(C)S(=O)(=O)c3ccc(Cl)cc3)cc2)cc1	-13%	-16%	51%[activator]	0	2%	-4%	-1%	-8%	-2%
COCCN(Cc1cccs1)S(=O)(=O)c1csc(C(N)=O)c1	-3%	-17%	-7%	8	0%	0%	48%[activator]	-10%	6%
COc1cccc(/C=C2/SC(=S)N(CC(=O)NNC(=O)c3ccccc3OC)C2=O)c1	5%	-17%	-4%	-7	0%	-3%	94%[activator]	-1%	79%[activator][12.4 µM]
Cc1ccc(S(=O)(=O)N2CCN(C(=O)COC(=O)/C=C/c3ccccc3[N+](=O)[O-])CC2)c(C)c1	2%	-15%	.	-14	.	.	12%	i	22%
O=S(=O)(c1ccc(S(=O)(=O)N2CCCC2)cc1)N1CCCCCC1	-9%	-2%	-14%	4	-26%	-3%	10%	1%[11.5 µM]	-4%
CCOC(=O)C1CCN(C(=O)C2CCN(c3nn4c(=O)cc(C)nc4s3)CC2)CC1	-7%	9%	-6%	14	14%	-2%	12%	-3%	6%
O=C(O)[C@H](Cc1ccccc1)NC(=O)N1CCCCCC1	14%	-7%	7%	-1	17%	-1%	36%[activator]	i	14%
CCCn1c(SCc2nc(-c3cccs3)no2)nnc1-c1ccncc1	-8%	3%	-7%	25	-5%	2%	9%[58.9 µM]	-2%	-4%
Cc1ccc(Cl)cc1NC(=O)c1oc2c(c1C)-c1[nH]ncc1CC2	8%	-3%	-35%	-15	3%	-4%	23%	-2%	.
CCOc1ccc(CC(=O)Nc2c3c(nn2C(C)(C)C)CS(=O)(=O)C3)cc1	-2%	-10%	-5%	-1	13%	-10%	-9%	6%	21%
CC(=O)Nc1nc(=O)c2ccccc2s1	6%	-1%	-12%	-25	11%	-1%	32%[activator]	.	10%
CCC(=O)Nc1c(S(=O)(=O)c2ccccc2)c2nc3ccccc3nc2n1C(C)c1ccccc1 (stereo not drawn)	-13%	-16%	-8%	5	2%	-7%	-2%	2%	-7%
O=C(NCc1ccc(Cl)cc1)C1CCN(c2ncnc3c2nc2n3CCCCC2)CC1	-16%	-10%	-9%	-2	-23%	-1%	-7%	-2%	.
CC(C)c1ccccc1OCCNC(=O)c1cccnc1	-7%	3%	-5%	-1	24%	-1%	12%	-5%	4%
COCCn1c(=S)[nH]c2cc(C(=O)NC(C)C)ccc2c1=O	2%	10%	-5%	-8	0%	-4%	19%	i	-7%

Compounds above with a CF3 group, in the order listed:
SMILES	Pol kappa inh	POLH inh	Anesthetic bind	RXFP1 antag	Pol beta inh	BLM helicase inh	POLI inh	PGK inhibitor	APE1 inh
COc1ccc(C2CC(C(F)(F)F)n3ncc(C(=O)O)c3N2)cc1OC (stereo not drawn)	-5%	2%	0%	-5	-2%	2%	12%	2%	-3%
CCc1ccccc1-n1nnnc1-c1cnccc1C(F)(F)F	4%	-16%	2%	-8	0%	-1%	-26%	-9%	1%

Next section
SMILES	Pol kappa inh	POLH inh	Anesthetic bind	RXFP1 antag	Pol beta inh	BLM helicase inh	POLI inh	PGK inhibitor	APE1 inh
O=C(CSc1nnnn1C1CC1)N1CCN(c2ccccc2F)CC1	-5%	-11%	.	10	.	.	0%	1%	22%
CCCC(C(=O)NCC1CCCO1)N(Cc1ccccc1)C(=O)CNS(=O)(=O)c1ccccc1 (stereo not drawn)	-6%	-12%	1%	-12	28%	-3%	19%	0%	26%
CN(c1ccccc1)S(=O)(=O)c1ccc(Cl)c(C(=O)NCCc2c[nH]c3ccccc23)c1	-18%	-18%	-7%	-6	18%	-11%	-12%	i	-5%
COC(=O)c1ccccc1NC(=O)C1CCN(S(=O)(=O)c2cc(C)ccc2OC)CC1	-24%	-11%	4%	-4	-2%	-3%	-5%	1%	-10%
O=C(Nc1cc(F)ccc1F)c1ccc(CN2CC(=O)N3CCCCC3C2=O)cc1 (stereo not drawn)	5%	14%	8%	7	21%	2%	?	-9%	.
O=C(OCC(=O)c1ccc[nH]1)c1ccc2ccccc2n1	3%	-1%	-15%	-7	2%	-2%	-21%	-1%	-3%
